# TrxR1 substrate: qHTS Assay for Substrates of Mammalian Selenoprotein Thioredoxin Reductase 1 (TrxR1): qHTS. Thioredoxin reductase 1, cytoplasmic (Rattus norvegicus), O89049. purified TrxR1 substrate turnover, NADPH consumption readout. Potency, µM (doses to about 114 µM), for the others: at the top dose activity change, negative = substrate turnover. 390,000 compounds, 0.01% hits. AID 588456, 2011; further: potency means the concentration at half of the fitted maximal effect; on the % scale 0 is the no-effect control and ±100 the full control effect; nearly all actives have a fitted effect of over 50% in size
# Target sequence (O89049 whole entry, looked up): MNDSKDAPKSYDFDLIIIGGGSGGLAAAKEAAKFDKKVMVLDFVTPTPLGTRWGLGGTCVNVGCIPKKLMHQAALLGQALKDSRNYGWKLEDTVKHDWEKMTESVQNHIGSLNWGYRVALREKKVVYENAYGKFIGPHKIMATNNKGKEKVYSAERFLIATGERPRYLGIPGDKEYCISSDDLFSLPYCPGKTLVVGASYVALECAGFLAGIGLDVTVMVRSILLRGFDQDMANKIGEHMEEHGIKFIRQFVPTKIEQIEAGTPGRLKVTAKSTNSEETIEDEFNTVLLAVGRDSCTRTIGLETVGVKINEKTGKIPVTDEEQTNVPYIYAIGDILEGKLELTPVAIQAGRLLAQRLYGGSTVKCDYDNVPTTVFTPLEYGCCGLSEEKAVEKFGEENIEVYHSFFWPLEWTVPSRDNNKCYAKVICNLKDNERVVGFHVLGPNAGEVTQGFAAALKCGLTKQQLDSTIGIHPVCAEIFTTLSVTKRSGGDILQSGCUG
#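 Rat TrxR1, dispensed at 90 nM, was prereduced with 400 uM NADPH (final) for 5 min at ~22 deg C, then incubated with compound 15 min before 400 uM selenite. A first-read NADPH fluorescence drop versus no-compound background flagged substrates.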
# rTrxR1 inhibitor: qHTS Assay for Inhibitors of Mammalian Selenoprotein Thioredoxin Reductase 1 (TrxR1): qHTS. Thioredoxin reductase 1, cytoplasmic (Rattus norvegicus), O89049. recombinant rTrxR1, NADPH fluorescence consumption, selenite substrate. 390,000 compounds, 1% hits. Potency, µM (doses to about 114 µM), for inactives: top-dose activity change, negative = inhibition, most hits filed as inhibitors. AID 588453, 2011; further: potency means the concentration at half of the fitted maximal effect; on the % scale 0 is the no-effect control and ±100 the full control effect; nearly all actives have a fitted effect of over 65% in size
#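 Rat TrxR1 (90 nM in the dispensed reagent) was pre-reduced with 400 uM NADPH for 5 min at room temperature, then incubated with compound for 15 min. After 400 uM selenite was added, NADPH fluorescence (Ex 340/Em 450 nm) was followed for 8 min.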
# TRHR PAM: qHTS for Small Molecule Agonists and Allosteric Enhancers of Human TRH Receptor: Primary Screen for Enhancers; AID 493056, 2011; Thyrotropin-releasing hormone receptor (Homo sapiens), P34981; enhancement, % at 2 µM; TRHR cells, fluo-8 calcium fluorescence, EC20 TRH enhancement; 360,000 compounds, 0.66% hits; in the data active means enhancement above about 30%; further: 0% is about no effect
#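 TRHR-expressing cells loaded with fluo-8 calcium dye were read kinetically (ex 480/em 530) during compound addition, then stimulated with an EC20 of TRH (10 nM final). Enhancement of the Gq-mediated intracellular calcium response was scored.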
# USP1-UAF1 inh: Inhibitors of USP1/UAF1: Primary Screen; 390,000 compounds, 0.23% hits; recombinant USP1/UAF1, Ub-Rhodamine cleavage fluorescence; Potency, µM (highest dose often 57.1 µM), for inactives: at the highest dose activity change, negative = inhibition, usual class: inhibitors; Ubiquitin carboxyl-terminal hydrolase 1 (Homo sapiens), O94782; further: potency means the concentration at half of the fitted maximal effect; on the % scale 0 is the no-effect control and ±100 the full control effect; nearly all actives have a fitted effect of over 60% in size; inactives centre near -12
#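 In this screen, compounds sit with the deubiquitinase complex (1nM) for 15 min at room temperature before Ub-Rho is added at 150nM final. Fluorescence rise is then followed for 6 reads every 60 seconds.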
# mIDH1 inhibitor: qHTS for Inhibitors of mutant isocitrate dehydrogenase 1 (IDH1): qHTS | Isocitrate dehydrogenase [NADP] cytoplasmic (Homo sapiens), O75874 | IDH1-R132H enzyme, NADPH consumption, diaphorase/resazurin fluorescence | Potency, µM (highest dose often 76.6 µM), for inactives: at the top dose activity change, negative = inhibition, usual class: inhibitors | 390,000 compounds, 0.093% hits; further: potency means the concentration at half of the fitted maximal effect; on the % scale 0 is the no-effect control and ±100 the full control effect; nearly all actives have a fitted effect of over 65% in size
# Target sequence (O75874 whole entry R132H, stated change not applied): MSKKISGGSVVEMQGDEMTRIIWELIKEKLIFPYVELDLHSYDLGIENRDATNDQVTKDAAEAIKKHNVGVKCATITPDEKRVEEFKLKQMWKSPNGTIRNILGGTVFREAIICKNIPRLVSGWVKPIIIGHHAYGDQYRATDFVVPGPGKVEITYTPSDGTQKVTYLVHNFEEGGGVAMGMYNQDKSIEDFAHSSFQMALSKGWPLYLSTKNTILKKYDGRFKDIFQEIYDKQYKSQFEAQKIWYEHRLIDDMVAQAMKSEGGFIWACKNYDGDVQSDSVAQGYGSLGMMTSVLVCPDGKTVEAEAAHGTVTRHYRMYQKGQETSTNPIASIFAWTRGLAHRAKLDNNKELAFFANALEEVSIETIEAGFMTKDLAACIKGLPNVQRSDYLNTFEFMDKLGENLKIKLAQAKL
#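 IDH1-R132H (0.5 ug/mL dispensed) in pH 7.5 Tris buffer was preincubated 30 min with compound, then given a substrate mix of 0.016 mM NADPH and 2 mM alpha-KG for 80 min at room temperature; remaining NADPH was read by diaphorase/resazurin fluorescence.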
# D2 antagonist: HTS Assay for Allosteric Antagonists of the Human D2 Dopamine Receptor: Primary Screen for Antagonists; D(2) dopamine receptor (Homo sapiens), P14416; HEK293 TREx D2 cells, calcium flux, dopamine EC80; inhibition, % at 10 µM; 340,000 compounds, 2% hits; AID 485344, 2010; in the data active means inhibition above about 30%; further: 0% is about no effect
#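 Overnight-induced (tetracycline, 30 C) HEK293 T-REx cells carrying force-coupled D2 receive a no-wash calcium dye, then compound, then EC80 dopamine at 180 s; signals are read kinetically throughout.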
# D2 agonist: HTS Assay for Allosteric Agonists of the Human D2 Dopamine Receptor: Primary Screen for Agonists; HEK293 T-REx D2 cells, calcium flux agonist mode; activation, % at 2 µM; 340,000 compounds, 0.53% hits; AID 485358, 2010;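 active means activation over 3 SD above normal in the single-dose calcium agonist read, cut at about 30% in these data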; further: 0% is about no effect
#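 Tetracycline-induced HEK293 T-REx cells with force-coupled D2 receptor, plated overnight at 30 C, loaded with no-wash calcium dye. After a 10 s baseline, compound was pin-added and calcium flux read kinetically for 180 s; calcium rises flagged agonists.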
# Pin1 inh: qHTS Assay to Find Inhibitors of Pin1; Peptidyl-prolyl cis-trans isomerase NIMA-interacting 1 (Homo sapiens), Q13526; Pin1 FP peptide displacement, HiFluor488, 10 min; Potency, µM (titrated, usually from 115 µM), for the others: top-dose activity, negative = inhibition, usual class: inhibitors; 390,000 compounds, 0.009% hits; AID 504891, 2011; active means well fitted inhibition curve with a large enough effect in the polarisation, with a control signal flat, not every such curve was filed as active; inconclusive means small, poorly fitted or top-dose-only effect, or effect the other way, or a change in a side signal; inactive means no such curve, though single readings can be large or run the other way; the % refers to the polarisation; further: potency means the concentration at half of the fitted maximal effect; on the % scale 0 is the no-effect control and ±100 the full control effect
# Target sequence (Q13526 whole entry, looked up): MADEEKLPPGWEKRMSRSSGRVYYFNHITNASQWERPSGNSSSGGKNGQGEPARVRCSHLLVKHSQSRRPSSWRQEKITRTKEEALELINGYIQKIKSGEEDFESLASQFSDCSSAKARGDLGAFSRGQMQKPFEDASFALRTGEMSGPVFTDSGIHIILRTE
# TRHR ag: qHTS for Small Molecule Agonists and Allosteric Enhancers of Human TRH Receptor: Primary Screen for Agonists | Thyrotropin-releasing hormone receptor (Homo sapiens), P34981 | TRHR cells, calcium flux fluo-8, FDSS agonist mode | activation, % at 2 µM | 360,000 compounds, 0.18% hits | AID 493084, 2011; in the data active means activation above about 30%; further: 0% is about no effect
#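 TRHR-expressing cells loaded with fluo-8 calcium dye; 23 nL library compound pin-transferred, kinetic FDSS fluorescence (Ex 480/Em 530) recorded about 180 s for agonist-induced calcium release, before a 10 nM TRH EC20 addition for potentiator mode.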
# * marks the source's active call; other numbers are inactive results; ? = inconclusive; nt = no result given; [ ] = another dose, or the depositor's remark. Unless noted, the call rests on the fitted dose curve; in most records, active means well fitted inhibition curve with a large enough effect; inconclusive means small, poorly fitted or top-dose-only effect; inactive means no such curve, though single readings can be large or run the other way. This is a subset (hit frequency here may not be typical).
canonical_smiles	rTrxR1 inhibitor	Pin1 inh	TRHR ag	D2 agonist	mIDH1 inhibitor	TrxR1 substrate	TRHR PAM	USP1-UAF1 inh	D2 antagonist
CCOC(=O)c1[nH]c2ccccc2c1NC(=S)Nc1cccc(C)c1	?	-16%	-0.6	-0.9	-4%	-1%	2	?	23
O=C(/C=C/c1ccccc1)NNC1=NS(=O)(=O)c2ccccc21	-13%	nt	0.9	-0.4	-12%	-20%	0	-11%	6
O=C1CC(C(=O)Nc2cccc(F)c2)n2ncnc2N1 (centres undefined)	7%[57.1 µM]	-1%	0.2	0.7	26%	5%[57.1 µM]	-2	-5%	14
O=S(=O)(CCN(CCS(=O)(=O)C(F)(F)F)CC1CCCO1)C(F)(F)F (centres undefined)	?	-4%	0.8	1.7	-1%	3%[2.29 µM]	-6	-5%	-9
CCCCc1nc2cc(C(=O)NCc3cc(C)n(C)n3)ccc2o1	6%	0%	-0.2	-0.5	3%	-6%	4	-1%	-3
CNC(=O)c1nn(-c2ccc(C)cc2)ccc1=O	9%[57.1 µM]	0%	-0.5	-2.3	7%	11%[57.1 µM]	-4	-27%	-15
O=C(NC(=S)Nc1cccc2ncccc12)c1ccco1	23%	-4%	-0.2	0.0	6%	0%	-1	-19%	3
COc1cccc(N2CC(NC(=O)c3cccc(OC)c3OC)CC2=O)c1 (centres undefined)	2%[57.1 µM]	-12%	-0.1	0.4	0%	-9%[57.1 µM]	1	?	nt
O=C(NCc1ccccc1)C1=C[C@@H](c2csc3ccccc23)C[C@@H](OCCCCO)O1	1%	24%	-0.3	-0.4	-4%[38.3 µM]	2%	3	-27%	4
CCc1ccc(NC(=O)Cn2c(=O)n(CCC(=O)NCCc3ccc(Cl)cc3)c(=O)c3ccccc32)cc1	13%	-1%	0.1	nt	12%	2%	-1	-21%	nt
COC(=O)c1ccc(NC(=O)c2ccc(C)cc2)o1	-23%	-4%	0.2	0.8	8%	-11%	-4	-9%	9
O=C(Cn1nnc(-c2ccccc2-n2cnnn2)n1)N1CCCCC1	-5%	7%	0.7	-0.4	1%	-5%	9	-12%	-5
O=C(Nc1ccc(NC(=O)c2cccs2)cc1)c1ccc(Cl)cc1	13%	5%	0.2	nt	9%	-1%	0	-12%	nt
Cc1cccc(C(=O)NCC(=O)N2CCN(S(=O)(=O)c3ccccc3)CC2)c1	7%	-2%	-0.1	0.1	-3%	2%	7	-15%	-6
CCCCn1c(N)c(N(CCOC)C(=O)CCN2C(=O)C3CC=CCC3C2=O)c(=O)[nH]c1=O (centres undefined)	5%	-1%	nt	nt	7%	5%	nt	-15%	nt
CCCCn1c(N)c(N(CC(C)C)C(=O)C2CCN(S(=O)(=O)c3ccc(C)cc3)CC2)c(=O)[nH]c1=O	16%	-1%	0.4	0.1	-3%	-1%	-2	-3%	3
O=C(NCc1nc2ccccc2[nH]1)c1cc2ccccc2oc1=O	3%[57.1 µM]	-1%	-0.2	0.0	0%	-24%[57.1 µM]	-1	-20%	19
CCn1c(SCC(=O)NC2CC2)nnc1-c1ccncc1	14%	2%	0.0	0.5	-14%	2%	2	-12%	-1
COc1ccc(CCNC(=O)CCCCn2c(=O)c3ccccc3n(Cc3cccc(C)c3)c2=O)cc1OC	21%	-2%	-0.9	0.0	2%	-1%	-22	-29%	nt
O=C(CC(C(=O)N1CCc2ccccc21)n1ccnc1)NCC1CCCO1 (centres undefined)	13%	-2%	0.5	0.5	3%	3%	12	-3%	-7
CCCC(=O)c1c[nH]c(C(=O)NCc2ccco2)c1	11%[57.1 µM]	-1%	0.4	0.2	5%	13%[57.1 µM]	3	-15%	-17
COc1cccc(Cn2c(=O)ccc3ccccc32)c1	15%	2%	-0.1	-1.6	1%	0%	7	-20%	9
O=C(NC1CCCc2ccccc21)c1cccc(Br)c1 (centres undefined)	?	-12%	-0.6	0.7	11%	1%	-2	-17%	4
CC1CCCC(NC(=O)COC(=O)/C=C/c2ccc3c(c2)OCO3)C1C (centres undefined)	28%[57.1 µM]	1%	-0.1	-0.6	10%	39%	9	-18%	10
CC(C)c1ccc(S(=O)(=O)N2CCN(CCC(=O)Nc3ccc(N(C)C)cc3)CC2)cc1	3%[57.1 µM]	1%	-1.2	-0.8	46µM*	3%[57.1 µM]	18	-13%	-6
O=C(NCCS(=O)(=O)c1ccc(Br)cc1)c1c(F)cccc1F	9%	-7%	-0.2	-2.1	0%	2%	-3	-24%	-8
CCOc1cc(S(=O)(=O)NCCc2c(C)[nH]c3ccc(C)cc23)ccc1F	3%[57.1 µM]	-10%	1.1	0.2	9%	-9%[57.1 µM]	6	-25%	nt
COc1ccc(S(=O)(=O)NC(CC(C)C)C(=O)NC(C)c2cccs2)cc1 (centres undefined)	0%	-5%	1.2	0.5	1%	0%	-9	-22%	-40
CC(=O)NC(C)C(=O)OCC(=O)c1ccc(Cl)s1 (centres undefined)	-4%	-1%	0.1	0.5	6%	-1%	2	-5%	3
Cc1ccc(S(=O)(=O)NC2CCCCCC2)cc1	-6%[11.4 µM]	-5%	nt	nt	3%	2%[11.4 µM]	nt	-14%	nt
COc1ccccc1N(CC(=O)NCCSCc1ccc(C)cc1)S(=O)(=O)c1ccccc1	30%	?	4.0	1.6	-1%	0%	-5	-8%	25
CC1=CCC2C(=O)N(c3ccc(N4CCOCC4)cc3)C(=O)C2C1 (centres undefined)	6%[57.1 µM]	-1%	0.5	0.9	-1%	-6%	-1	-3%	9
CCC(=O)N1CCN(c2ccccc2NC(=O)COc2cccc(C)c2)CC1	2%[57.1 µM]	0%	-1.1	-0.6	-5%	2%[57.1 µM]	3	0%	7
c1ccc(-c2cc3c(-n4cccc4)ncnc3o2)cc1	17%	17%	-0.5	-1.3	4%	25%	-3	-24%	10
COc1cc(NC(=O)CCCc2c[nH]c3ccccc23)cc(OC)c1	26%	?	0.8	nt	6%	-4%	12	-2%	nt
CCN1CCN(c2nc3c(C)cccn3c(=O)c2/C=C(\C#N)C(=O)NC)CC1	-8%[57.1 µM]	-1%	0.6	0.5	10%	97%[activator][57.1 µM]	-5	-5%	-13
CCCCc1nc(NCc2ccccc2)c(C#N)c2c1COC(C)(C)C2	19%[57.1 µM]	-1%	0.1	-0.1	5%	12%[57.1 µM]	-4	1%	15
Cc1cccc(NC(=O)NNC(=O)COc2ccc(Cl)cc2)c1	29%	5%	0.0	-0.1	5%	8%	4	-9%	-1
COc1ccc2[nH]c3c(c2c1)CCN1C(=O)C(CC(=O)NCCc2ccccn2)C[C@H](C(=O)N(C(C)C)C(C)C)[C@@]31C (some centres undefined)	13%	-1%	nt	nt	28%	7%	nt	-17%	nt
Cc1c(Cl)cccc1Nc1ccccc1C(=O)O	8%	-4%	-0.6	2.8	-2%	3%	4	-25%	13
CC(C)(C)C(=O)Nc1cccc(-c2nc3ccccc3c(=O)o2)c1	-3%	-3%	-0.2	0.4	5%	8%	-5	6%	-4
O=c1[nH]c(SCc2ccc(F)cc2)nc2c1cnn2-c1ccc(F)cc1	7%	2%	0.9	-2.3	-2%	1%	-3	?	-14
COc1ccc(C(C)=O)cc1COc1ccc([N+](=O)[O-])c(C)c1	-1%[57.1 µM]	4%	1.1	3.0	1%	8%[57.1 µM]	-4	-9%	21
Cc1[nH]n(-c2ccc([N+](=O)[O-])cc2)c(=O)c1C=NCC1CCCO1 (centres undefined)	-3%[57.1 µM]	-8%	0.0	-0.5	0%	-7%[57.1 µM]	14	-9%	-3
O=C(CN1CCN(S(=O)(=O)c2ccc(Br)cc2)CC1)Nc1ccc2c(c1)OCCO2	3%[57.1 µM]	?	-0.3	0.0	-3%	8%[57.1 µM]	3	-17%	-12
COc1ccc2nc(NC(=O)CN3C(=O)NC4(CCCC4)C3=O)sc2c1	-7%	-2%	0.1	0.1	-1%	-10%	5	-18%	-6
COC(=O)c1cccnc1-n1c(=O)c2cccnc2n(CC(=O)Nc2ccc(C)cc2C)c1=O	25%	-2%	0.1	0.4	1%	-5%[2.29 µM]	7	-17%	nt
CN(C(=O)c1cccc(NC(=O)Cc2cccc(NC(=O)C3CCCN(C(=O)CCc4ccccc4)C3)c2)c1)C1CCC1 (centres undefined)	20%	4%	nt	nt	-2%[38.3 µM]	0%	nt	-18%	nt
C#CCn1c(=O)n(-c2cccc(Cl)c2C)c(=O)c2c3c(sc21)CN(C(C)=O)CC3	3%	0%	0.1	0.0	-10%	1%	3	0%	nt
CN(C(=O)c1oc(=O)c2ccccc2c1-c1ccccc1)c1cccc(Cl)c1	17%	7%	0.3	0.7	34%	-5%	-8	-14%	nt

# Source: PubChem BioAssay (National Center for Advancing Translational Sciences (NCATS))
